# Screening results from PubChem BioAssay.
# TAG inh = inhibitors of triacylglycerol accumulation, primary screen, cell-based, uHTS, fluorescence, H9c2 | 230,000 compounds, 0.66% hits | H9c2 cells, Nile Red lipid (TAG) fluorescence; cells loaded with 200 µM oleic acid | AID 651582, 2012 | inhibition, % at 12.5 µM;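 active = pattern-corrected inhibition of lipid staining of at least 50% with the nuclear-stain viability signal not falling by more than 50%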;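 note: 0% = DMSO wells and 100% = triacsin C control wells; some results filed as inactive read as strong as hits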
# TAG inh DAPI viability = also measured in TAG inh; calls as there; DAPI nuclei signal change (viability), lower = more cytotoxic, %;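 whole-well DAPI fluorescence read on a plate reader as a viability signal; minus 50 percent equals half of cells still viable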
# The depositor's hits bear a star.
Molecule | TAG inh DAPI viability | TAG inh
Cc1ccc(S(=O)(=O)N2CCN(C(=O)CSc3ncn[nH]3)CC2)c(C)c1 | 1 | 14
CCOC(=O)C1(C)CCCCN1C(=O)c1cccnc1 (stereo unspecified) | -20 | 21
COCCN(C(=O)CSc1nnc(-c2ccc(C(C)(C)C)cc2)n1N)c1c(N)n(CC(C)C)c(=O)[nH]c1=O | -5 | -9
Cc1ccc2c(c1)-c1c(cnn1CC(=O)N(Cc1ccco1)C1CCCCC1)CO2 | -2 | -11
C[C@H]1CN([C@@H](C)CO)C(=O)Cc2cc(NC(=O)CCC(F)(F)F)ccc2O[C@H]1CN(C)CC1CC1 | 0 | -1
O=C(COc1ccc(F)cc1Br)NCCCN1CCCC1=O | 2 | -8
O=C(c1cccc(Br)c1)N1CCN(c2ccc(N3CCOCC3)nn2)CC1 | 5 | 5
Cc1noc(C)c1COc1cccc(C(=O)N2CCN(C/C=C/c3ccccc3)CC2)c1 | 6 | 30
CSC(C(=O)c1cc2ccccc2o1)c1ccccc1 (stereo unspecified) | -7 | -27
CCOC(=O)c1ccc(NS(=O)(=O)c2ccc3c(c2)oc(=O)n3C)cc1 | 0 | -9
O=C(O)c1ccc(C=NNC(=O)c2ccccc2NS(=O)(=O)c2cccs2)cc1 | 3 | -16
COc1ccc(S(=O)(=O)N2CCN(C(=O)c3cc(C)oc3C)CC2)cc1OC | 4 | -27
O=c1[nH]nc(N=Nc2c(O)[nH]c3ccc(F)cc23)c(=O)[nH]1 | -2 | -3
CCOC(=O)c1c2c(n(-c3ccc(OC)cc3)c1C)C(=O)C(=O)c1ccccc1-2 | -44* | 71*
CSc1cccc(NC(N)=S)c1 | -2 | 0
CN(C)S(=O)(=O)c1cccc(NC(=O)c2ccc(-n3cncn3)c([N+](=O)[O-])c2)c1 | -10 | 2
CC(C)Sc1nc2c(c(=O)[nH]c(=O)n2C)n1Cc1ccccc1 | -6 | 0
O=C(CSc1nccn1-c1ccc(Cl)cc1)NCc1ccc2c(c1)OCO2 | -3 | -14
COc1ccccc1C(C)Nc1ccc(S(=O)(=O)N2CCN(C)CC2)cc1[N+](=O)[O-] (stereo unspecified) | -3 | -12
Cc1cccc(C(=O)NCC(=O)OCc2nc(N)nc(Nc3ccccc3C)n2)c1 | 4 | -5

# Gathered by group: the compounds so far with a nitro group on carbon
Molecule | TAG inh DAPI viability | TAG inh
CN(C)S(=O)(=O)c1cccc(NC(=O)c2ccc(-n3cncn3)c([N+](=O)[O-])c2)c1 | -10 | 2
COc1ccccc1C(C)Nc1ccc(S(=O)(=O)N2CCN(C)CC2)cc1[N+](=O)[O-] (stereo unspecified) | -3 | -12

# Pulled one by one from above (2):
Molecule | TAG inh DAPI viability | TAG inh
O=C(COc1ccc(F)cc1Br)NCCCN1CCCC1=O | 2 | -8
COc1ccc(S(=O)(=O)N2CCN(C(=O)c3cc(C)oc3C)CC2)cc1OC | 4 | -27

# Additional compounds follow:
Molecule | TAG inh DAPI viability | TAG inh
O=C(NN1CCCCC1)c1ccc(COc2ccc(Cl)cc2)cc1 | -8 | -2
CC(C)CC1NC(=O)N(CC(=O)Nc2ccc3c(c2)OCCO3)C1=O (stereo unspecified) | 5 | -1
Cc1ccc(S(=O)(=O)N2CCN(CC(=O)NC(=O)NCc3ccccc3)CC2)cc1C | -6 | -15
C=C1CC[C@H](O)C/C1=C/C=C1\CCC[C@]2(C)[C@@H]([C@H](C)/C=C/[C@H](C)C(C)C)CC[C@@H]12 | -2 | -17
CC(C)N(C(=O)Cn1cc(S(=O)(=O)CC(=O)NCc2ccc(F)cc2)c2ccccc21)C(C)C | -5 | 19
O=C(O)c1nc(-c2ccccc2)n(-c2cccc(C(F)(F)F)c2)n1 | -4 | 10
Cc1ccccc1OCC(=O)NC(Cc1c[nH]c2ccccc12)C(=O)O (stereo unspecified) | -4 | 6
Cc1c(C=O)c2ccccn2c1C(=O)c1cccc([N+](=O)[O-])c1 | -4 | 2
CCN(CC)C(=S)Oc1c(Cl)cccc1Cl | 3 | -15
CNC(=O)C1CCN(S(=O)(=O)c2c(C)noc2/C=C/c2cccc(OC)c2)CC1 | -7 | 9
C#CCNC(=O)C1=C[C@H](c2coc3ccccc3c2=O)C[C@H](OCCCCO)O1 | -3 | -75
Cc1ccc(/C=C/C(=O)O)cc1S(=O)(=O)Nc1ccccc1C(=O)O | 8 | -8
CC12CCC(C(=O)N/N=C/c3ccc(O)cc3O)(OC1=O)C2(C)C (stereo unspecified) | -25 | 20
O=C(NCc1ccccc1Br)c1ccc2c(c1)OCCO2 | 1 | -2
Cc1ccc2cc(C#N)c(NCCNC(=S)NCCCN3CCOCC3)nc2c1 | 17 | 13
O=C(OCC(=O)N1CCN(C(=O)c2ccco2)CC1)c1ccccc1 | -1 | -10
CC12CCC(=O)N1C(C(=O)N1CCN(S(=O)(=O)c3ccc(Br)cc3Cl)CC1)CS2 (stereo unspecified) | 2 | -11
CC(C)CN1C(=O)C(=O)N(CC(=O)c2ccc3c(c2)OCO3)C1=O | -1 | 2
CCC(=O)c1ccc(OCC(=O)OCC(=O)c2cc(C)n(C)c2C)cc1 | -10 | -5
CCN(CC)CCN(C(=O)C1CCCCC1)c1nc2cc3c(cc2s1)OCO3 | 8 | 23
CCOC(=O)C1CCN(C(=O)C(CCSC)NC(=O)COc2ccccc2)CC1 (stereo unspecified) | -3 | -1
NS(=O)(=O)c1ccc(NC(=O)COC(=O)/C=C/c2ccc([N+](=O)[O-])cc2)cc1 | 2 | 7
CNCCCOc1cccc(OC(C)C)c1 | 0 | 7
COCc1ccc(C(=O)NC2CC(C)(C)Cc3c2cnn3-c2ccc(C)cc2)o1 (stereo unspecified) | 4 | -7
CC(=O)Nc1ccc(NC(=O)c2sc3nc4c(c(-c5ccc(C)cc5)c3c2N)CCC4)cc1 | 16 | -1
C/C(=N/NC(=O)CN1CCN(Cc2ccccc2Cl)CC1)c1ccco1 | -7 | 9
O=C(NNS(=O)(=O)c1ccccc1)Nc1ccc(F)cc1 | 0 | -3
O=S(CC(O)c1ccccc1)c1ccccc1 (stereo unspecified) | -5 | 3
Nc1c(-c2ccc(Cl)cc2)cnn1-c1cccc(C(F)(F)F)c1 | 3 | 0
O=C(Nc1cccc(F)c1)c1cc(-c2ccco2)nc2ccccc12 | 6 | 3
Cc1cn([C@H]2C[C@H](O)[C@@H](CNCc3ccc(CN(C)S(C)(=O)=O)o3)O2)c(=O)[nH]c1=O | -5 | -3
Cc1ccc(NC(=O)CSC2=C(C#N)C(c3ccco3)C3=C(CCCC3=O)N2)cc1 (stereo unspecified) | 10 | -15
CC(C)C(=O)NCCc1nc(-c2ccccc2Cl)no1 | -2 | 7
O=C(NCC1CC1)C1(C(F)(F)F)CC(CCc2ccccc2)CCCO1 (stereo unspecified) | -4 | -5
CC(=O)Nc1nnc([N+](=O)[O-])s1 | -2 | 7
COc1ccc(NC(=O)CN2C(=O)S/C(=C/c3cccn3-c3ccc(C(=O)O)cc3)C2=O)cc1 | -7 | 5
Cc1c(NC(=O)CN2CCCC(C)C2)ccc2nsnc12 (stereo unspecified) | -3 | 21
Cc1ccccc1-n1ncc2c1CC(C)(C)CC2NC(=O)CSc1ccncc1 (stereo unspecified) | 9 | -7
Cc1nn(Cc2ccc(F)cc2)c(C)c1NC(=O)c1noc2c1CCc1ccccc1-2 | -1 | 0
COc1ccc(N2CCN(C(=O)COC(=O)c3ccc(-n4nc(C)cc4C)cc3)CC2)cc1 | -8 | 11
Cc1ccccc1Nc1nc(N)nc(COC(=O)c2ccc([N+](=O)[O-])o2)n1 | -16 | 21
Cc1cnc(C(=O)OC(C)C(=O)Nc2ccc3c(c2)OCCO3)cn1 (stereo unspecified) | -3 | -8
Cc1ccc(-c2ccc(CCC(=O)O)n2Cc2ccco2)cc1 | -3 | -10
O=C(Nc1ccccc1)c1cc(C2COCCN2C(=O)c2ccccn2)on1 (stereo unspecified) | 9 | 12
CC1CCN(C(=O)Cn2c(=O)oc3ccccc32)CC1 | 0 | 6
COc1ccc(/C=C(/C#N)C(=O)NC2CCCCC2)cc1Br | -14 | 26
COc1ccccc1C(=O)NCCC(=O)NCc1ccncc1 | 6 | -15
CCC(=O)NC(Nc1ncc(C)s1)(C(=O)OC)C(F)(F)F (stereo unspecified) | -2 | -8
O=C(CSc1ccccc1)NC1CCCCCC1 | -3 | 8
Cc1nnc(SCC2=C(C(=O)O)N3C(=O)[C@@H](NC(=O)Cn4cnnn4)[C@H]3SC2)s1 | -11 | 7

# Continuation.
Molecule | TAG inh DAPI viability | TAG inh
CCOC(=O)C1CCCN(C(=O)c2cc(-c3cccs3)oc2C)CC1 (stereo unspecified) | 2 | -5
COC(=O)c1nc(-c2ccccc2)oc1N1CCOCC1 | -2 | 10
COc1cc(OC)c(OC)cc1/C=N/Nc1nc2ccccc2[nH]1 | 8 | 5
COc1ccc([N+](=O)[O-])cc1NC(=O)Cc1ccccc1Cl | -8 | 3
COC(=O)Nc1nn(-c2ccc(OC)cc2)c(=O)c(C#N)c1C | -7 | -3
CC1=C(C(=O)NCc2ccc(Cl)cc2)C2(CCC(C)CC2)OC1=O (stereo unspecified) | -2 | -8
O=C(N/N=C/C(Br)=C/c1ccccc1)c1cccnc1 | 3 | 5
CC1(OC(=O)c2cccs2)C(=O)C=C2C=C3CCCN3C=C2C1=O (stereo unspecified) | -7 | 9
COC(=O)c1cn(NC(=O)c2cccc(N(C)C)c2)c(=O)c2ccccc12 | -12 | 11
Oc1cc(O)cc(/C=C/c2ccc(O)c(O)c2)c1 | -17 | 22
Oc1cccc(C2c3[nH]c4ccccc4c3CCN2Cc2ccoc2)c1 (stereo unspecified) | 13 | -1
CN(C)CC(C(=O)c1ccccc1)c1ccccc1 (stereo unspecified) | -38* | 65*
CC(C)(C)S(=O)N1Cc2ccc(CO)cc2[C@H]1CCO (stereo partly specified) | 3 | 10
Nc1ccc2nc(-c3cc(Cl)c(N)c(Cl)c3)[nH]c2c1 | 31 | 42
CC(C)c1ccc(S(=O)(=O)N2CCN(C(=O)CN3C(=O)c4ccccc4C3=O)CC2)cc1 | -5 | -15
CO/C=C\C=C/c1nnn(-c2ccc(Cl)cc2)n1 | 9 | 0
Cc1ccccc1NC(=O)NC(N)=O | 0 | 11
Cc1ccc(C(=O)O)cc1N1CCCC1=O | 7 | -2
COc1ccc(Cl)cc1N1C(=O)/C(=C\c2sccc2C)N=C1SCC(=O)NC1CC1 | 7 | -7
Cc1nnc(SCC(=O)N2CC(=O)Nc3ccccc32)n1-c1ccccc1 | -8 | 11
COc1ccc(C(C)(O)c2nc(-c3cccs3)cs2)cc1 (stereo unspecified) | -2 | -8
COc1ccccc1-c1cc(C(=O)N2CCCCC2)no1 | 0 | -2
Cc1[nH]c2ccc(F)cc2c1CCN(Cc1cccnc1)C(=S)Nc1cccc(F)c1 | 4 | 2
COc1ccccc1NC(=O)CSc1nnc(CNC(=O)c2ccco2)o1 | -9 | 11
O=C(COc1ccccc1[N+](=O)[O-])Nc1ccc2c(c1)OCO2 | 5 | -2
CCN1CCN(C(CNC(=O)c2ccc3c(c2)OCO3)c2cccnc2)CC1 (stereo unspecified) | -7 | 0
CCOC(=O)c1sc(NC(=O)C2CC2)cc1C | 3 | 6
COc1cc(C(=S)N2CCOCC2)cc(OC)c1OC | 3 | 5
CCCNc1nc2ccccc2c(=O)[nH]1 | -4 | 12
Cc1ccc(C)c(-n2c(-c3ccco3)n[nH]c2=S)c1 | 17 | -16

# Four successive entries from above, for reference:
Molecule | TAG inh DAPI viability | TAG inh
CCOC(=O)c1sc(NC(=O)C2CC2)cc1C | 3 | 6
COc1cc(C(=S)N2CCOCC2)cc(OC)c1OC | 3 | 5
CCCNc1nc2ccccc2c(=O)[nH]1 | -4 | 12
Cc1ccc(C)c(-n2c(-c3ccco3)n[nH]c2=S)c1 | 17 | -16

# Other records follow.
Molecule | TAG inh DAPI viability | TAG inh
Nc1ccc2nc3c(=O)n(CCc4ccccc4)c(=O)[nH]c3nc2c1 | 2 | -9
COc1cccc(C(=O)Nc2ccc(F)cc2F)c1 | -5 | -4
COc1cccc(-c2cc3nc(NCc4ccc5occc5c4)n(C)c(=O)c3s2)c1 | -3 | 7
NC(=S)N/N=C/c1coc2ccc(F)cc2c1=O | 9 | 5
Cc1cc2oc(C(=O)NCC(c3ccco3)N3CCCC3)c(C)c2cc1C (stereo unspecified) | 29 | -32
O=C(Nc1cc(Cl)cc(Cl)c1)c1coc(=O)c(Br)c1 | 1 | 0
CCC(C)[C@H](NC(=O)[C@@H]1Cc2ccccc2CN1)C(=O)NCc1ccc(C)cc1 (stereo partly specified) | -9 | -4
O=C(COC(=O)CNC(=O)c1ccccc1F)NC12CC3CC(CC(C3)C1)C2 | 1 | -3
C=CCC[C@@H](Cc1ccc(F)cc1)C(=O)OC[C@@H](Cc1c[nH]c2ccccc12)NC(=O)[C@@H](CC=C)CC(=O)N[C@@H](CO)Cc1ccccc1 | -12 | 24
Cc1cccc(C)c1NC(=O)COC(=O)CCC(=O)c1cccs1 | -7 | 5
COC/C=C/C1=CC2=CC(=O)C(C)(OC(=O)c3cnc4ccccc4n3)C(=O)C2=CN1CCCOC(C)C (stereo unspecified) | -2 | -17
Cc1ccc2[nH]c(=O)c3cc(C(=O)NCCN4CCN(C)CC4)sc3c2c1 | 55 | 23
CC(C)(C)NC(=O)N1CCC(CO)(Cc2ccccc2Cl)CC1 | -1 | 7
COC(=O)c1ccc(C2c3c(oc4ccccc4c3=O)C(=O)N2CCCN2CCOCC2)cc1 (stereo unspecified) | 1 | -11
Cc1cc(C)cc(N(CC(=O)NC2CCCC2)C(=O)C2(C)CC(=O)N=C3C=CC=CN32)c1 (stereo unspecified) | -11 | 9
COc1cc(C(=O)Nc2ccn(C)n2)ccc1OC(F)F | -5 | 19
COc1ccc(COC(=O)C2CC(=O)N(Cc3ccc(C)cc3)C2)cc1 (stereo unspecified) | 6 | 5
Fc1ccc(Nc2nc(-c3ccncc3)nc3ccccc23)cc1 | -20 | 44

# A portion of the library; rates above refer to the full screens.
